# PLK1 PBD block = qHTS for Inhibitors of PLK1-PDB (polo-like kinase 1 - polo-box domain): Primary Screen; Plk1 PBD binding of FITC phosphopeptide, fluorescence polarization; Potency, µM, inactives show max response, negative = inhibition, hits mostly inhibitors; 360,000 compounds, 2.8% hits; AID 720504, 2013; also: potency is read from the fitted curve at half-maximal effect; series mostly up to about 57 µM; % is scaled to controls: 0 for no effect and ±100 for the full control effect; nearly all actives have a fitted effect of over 65% in size
# Target sequence (P53350 whole entry, looked up, the tested form may be a part): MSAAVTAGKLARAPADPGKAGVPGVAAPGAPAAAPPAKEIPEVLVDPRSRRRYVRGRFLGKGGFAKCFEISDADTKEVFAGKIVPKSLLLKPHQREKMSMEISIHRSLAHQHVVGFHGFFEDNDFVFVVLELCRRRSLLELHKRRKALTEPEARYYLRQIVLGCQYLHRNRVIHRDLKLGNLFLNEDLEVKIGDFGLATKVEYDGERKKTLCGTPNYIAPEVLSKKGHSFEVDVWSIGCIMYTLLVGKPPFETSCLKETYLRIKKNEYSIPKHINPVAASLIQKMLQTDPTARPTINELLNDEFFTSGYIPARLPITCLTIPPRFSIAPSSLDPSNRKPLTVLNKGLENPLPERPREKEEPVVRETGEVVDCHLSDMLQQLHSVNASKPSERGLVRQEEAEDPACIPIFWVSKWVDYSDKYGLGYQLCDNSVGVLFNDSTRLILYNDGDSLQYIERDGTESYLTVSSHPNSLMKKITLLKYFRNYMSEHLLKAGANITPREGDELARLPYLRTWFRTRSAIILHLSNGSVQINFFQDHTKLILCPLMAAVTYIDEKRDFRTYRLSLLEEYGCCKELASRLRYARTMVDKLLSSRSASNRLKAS
# WRN helicase inh = qHTS for Inhibitors of WRN Helicase; 360,000 compounds, 0.46% hits; WRN helicase unwinding, fluorescent forked duplex, kinetic; AID 651768, 2012; Potency, µM (doses to about 114 µM), for inactives: top-dose activity change, negative = inhibition, hits mostly inhibitors; Bifunctional 3'-5' exonuclease/ATP-dependent helicase WRN (Homo sapiens), Q14191; also: potency is read from the fitted curve at half-maximal effect; % is scaled to controls: 0 for no effect and ±100 for the full control effect; nearly all actives have a fitted effect of over 55% in size
#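 Enzyme (20 nM final) and test compound sit together 15 min at room temperature before substrate addition. Substrate is a single-forked duplex oligonucleotide (100 nM) labelled with fluorophore and quencher, with 2 mM ATP; helicase unwinding raises red fluorescence, read kinetically.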
# Abeta rescue = qHTS for compounds that reverse cellular toxicity of Amyloid beta (A-beta) peptide in yeast: Primary Screen; yeast expressing A-beta42, growth rescue, OD600, 48 h; response scale: 0% DMSO, 100% iron-clioquinol control; Potency, µM (doses to about 46.1 µM), inactives show at the highest dose growth rescue, actives largely listed as activators; 410,000 compounds, 0.063% hits; also: potency is read from the fitted curve at half-maximal effect; nearly all actives have a fitted effect of over 55% in size
#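 Growth rescue measured by 600 nm absorbance after 48 h yeast culture at 30 C with compound. Values normalized between DMSO and an equimolar ferric chloride plus clioquinol control.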
# FUS yeast rescue = qHTS for Suppressors of FUS Proteinopathy: Primary screen using FUS-linked yeast assay; S. cerevisiae FUS-expressing, growth rescue, OD600, 24 h; AID 1347120, 2019; 390,000 compounds, 0.24% hits; Potency, µM (series often up to 76.6 µM), for the others: top-dose growth rescue (activation), most hits filed as activators;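 also: potency is read from the fitted curve at half-maximal effect; plate controls were DMSO vehicle for no effect and reference control for full effect; nearly all actives have a fitted effect of over 55% in size; some results filed as inactive show a strong effect at the top dose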
#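 Steps: raffinose overnight preculture; dilution to OD 0.005 in 2% galactose minimal medium; compound addition (concentration series); 24hr at 30C, 99% humidity; absorbance read at 600 nm.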
# PI5P4Ka inh = qHTS for Inhibitors of phosphatidylinositol 5-phosphate 4-kinase (PI5P4K) | AID 652105, 2013 | max response, % | 330,000 compounds, 1.2% hits | Phosphatidylinositol 5-phosphate 4-kinase type-2 alpha (Homo sapiens), P48426 | PI5P4Kalpha enzyme, ADP-Glo luminescence, 60 min; hits give low values; active = max response of -50% or lower; inconclusive = between -30% and -50%; inactive = -30% or higher; also: value at the top dose of about 77 µM; % is scaled to controls: 0 for no effect and ±100 for the full control effect
# Target sequence (P48426 whole entry, looked up): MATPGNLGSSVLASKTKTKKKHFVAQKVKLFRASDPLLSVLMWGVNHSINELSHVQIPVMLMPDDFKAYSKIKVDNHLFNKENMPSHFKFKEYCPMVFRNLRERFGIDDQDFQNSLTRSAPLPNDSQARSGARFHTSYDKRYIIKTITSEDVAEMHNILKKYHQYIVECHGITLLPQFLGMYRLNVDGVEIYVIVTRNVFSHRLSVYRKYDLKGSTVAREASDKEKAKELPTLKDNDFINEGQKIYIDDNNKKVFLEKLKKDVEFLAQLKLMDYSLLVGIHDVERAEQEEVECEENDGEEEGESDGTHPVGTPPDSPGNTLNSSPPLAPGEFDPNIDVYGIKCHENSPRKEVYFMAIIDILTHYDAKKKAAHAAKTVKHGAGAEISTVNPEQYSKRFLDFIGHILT
#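 Enzyme plus substrate dispensed, test compounds pinned in, then ATP (5 microM final) added. After 60 min at RT, ADP-Glo reagent 1 for 45 min and reagent 2 for 30 min preceded luminescence imaging.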
# IL-2 act = qHTS of IL-2 Activators; IL-2 activation reporter assay, cell-based qHTS; stimulated with anti-CD3/CD4/CD28 beads; in transgenic mouse T cells; activation, % (series mostly up to about 46 µM); 360,000 compounds, 0.065% hits; in the data active = activation above about 50%; inconclusive = mostly about 30% to 49%; also: 0% is about no effect
#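 First, unstimulated transgenic mouse T cells were exposed to compound for 60 min. Next, anti-CD3/anti-CD4-coated beads with anti-CD28 were added. Finally, after 18 h at 37 degrees C, EGFP and DsRed were imaged.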
# EPAC1 agonist = qHTS for Agonist of cAMP-regulated guanine nucleotide exchange factor 3 (EPAC1): primary screen. Rap guanine nucleotide exchange factor 3 (Homo sapiens), O95398. EPAC1 agonist qHTS, biochemical assay; response scale: 100% = response to 6.5 mM cAMP. Potency, µM (series often up to 154 µM), for the others: top-dose activation, hits mostly activators. 360,000 compounds, 0.073% hits. AID 720707, 2013; also: potency is read from the fitted curve at half-maximal effect; nearly all actives have a fitted effect of over 60% in size
#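 Fluorescent GDP-exchange assay: 100 nM EPAC1 with 250 nM Rap1B preloaded with BODIPY-GDP and 50 uM GDP; compounds tested as concentration series, 5 min at room temperature, then read every 5 min for 30 min (ex 480/em 540 nm); normalized to 6.5 mM cAMP.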
# EPAC1 antag = qHTS for Antagonist of cAMP-regulated guanine nucleotide exchange factor 3 (EPAC1): primary screen; Rap guanine nucleotide exchange factor 3 (Homo sapiens), O95398; EPAC1 GEF assay, Rap1b-BODIPY-GDP exchange fluorescence; Potency, µM (doses to about 115 µM), for the others: top-dose activity change, negative = inhibition, actives largely listed as inhibitors; 360,000 compounds, 0.14% hits; AID 720709, 2013;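 also: potency is read from the fitted curve at half-maximal effect; plate controls were vehicle for no effect and positive control for full effect; nearly all actives have a fitted effect of over 50% in size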
# An asterisk follows results filed as active; ? = inconclusive; . = no result given; [ ] = dose if it differs, or a comment. Unless noted, calls follow the shape of the dose curve; as a rule, active = well fitted curve in the direction sought with a large enough effect; inconclusive = small, poorly fitted or top-dose-only effect, or another doubt; inactive = no such curve, though single readings can be large; an effect the other way counts as inactive or inconclusive.
canonical_smiles	PLK1 PBD block	WRN helicase inh	Abeta rescue	FUS yeast rescue	PI5P4Ka inh	IL-2 act	EPAC1 agonist	EPAC1 antag
Cc1cc(C)c(S(=O)(=O)N2CCCCC2)c(C)c1N(C)S(=O)(=O)c1ccc(Cl)cc1	-5%	0%	16%	15%	4	-5.7	-2%	-2%
CCn1c(=O)ccc2cc([N+](=O)[O-])ccc21	1%	-12%	0%	-8%	14	1.1	7%	-9%
Cc1nn(C)c(C)c1CNC(=O)Nc1cccc(Cl)c1C	0%	-5%	18%	11%	-4	-0.5	2%	-16%
CCOC(=O)CN1C(=O)N[C@@H](c2ccccc2)C(C(=O)OC)=C1C	-14%	0%	-10%	1%	-1	-3.4	-10%	-8%
CC(C)Cn1c(-c2ccco2)n[nH]c1=S	-11%	2%	7%	32%	.	0.4	0%	2%
CC(C)CNC(=S)NC(=O)c1ccc(Cl)cc1	-2%	-14%[57.1 µM]	-20%	-7%	0	0.9	-9%	-20%
CCCC1(C)C(C#N)C(=O)NC(=O)C1C#N (stereo not drawn)	3%	7%	1%	-17%	-23	-0.6	4%	7%
O=C(NCC1CCCO1)c1cccc(S(=O)(=O)N(Cc2ccccc2)c2ccccc2)c1 (stereo not drawn)	-6%	1%	-17%	.	3	0.3	11%	-3%
NC(=O)c1ccccc1OCC(=O)Nc1cccnc1Cl	5%	-4%	-15%	2%	0	0.7	10%	?
COc1c(Cl)cc(-c2noc(C)c2C(=O)NC(C)C)cc1Cl	-6%	-5%	-3%	-22%	-3	2.4	12%	1%
COc1ccccc1/C=N/NC(=O)CCSc1ccccc1	-2%	0%	9%	-32%	2	-1.2	8%	-27%
CSc1ccc(C(=S)N2CCCC2)cc1	?	0%	6%	-7%	-1	0.5	8%	-24%
CCCCNC(=O)CCn1c(=O)c2ccccc2n(Cc2ccccc2C)c1=O	-3%	5%	5%	-4%	-6	0.8	1%	7%
CCOC(=O)CNC(=O)c1c(C)nn(-c2ccccc2)c1Cl	-9%	-6%	-3%	-11%	-1	-3.1	2%	9%
Cc1cccc(CN2C(=O)/C(=C\c3ccc(C(=O)NCCN4CCOCC4)cc3)Sc3ccccc32)c1	-15%	-5%	1%	33%	2	3.7	-1%	?
O=C(c1cc(F)c(F)c(F)c1F)N1CCN(Cc2ccc3c(c2)OCO3)CC1	-3%	4%	12%	0%	1	0.5	1%	-13%
COc1ccc2nc(-c3ccccn3)ccc2c1	-2%	-6%	7%	4%	1	-1.8	2%	6%
CSCCC(NC(=O)C1CC1)c1nc2ccccc2[nH]1 (stereo not drawn)	-2%	9%	5%	18%	.	-1.8	1%	6%
COc1ccc(C2(C(=O)Nc3ccccc3)CCOCC2)cc1	3%	-4%	13%	-6%	1	-0.5	-8%	-12%
CCn1nc(C)c(CNC(=O)c2cc(COc3ccc(C)nc3)on2)c1C	0%	1%	3%	-1%	-4	-0.1	4%	?
O=C(NCCc1ccccc1)NC1CCCCC1	4%	-7%	14%	27%	.	4.2	5%	-1%
COc1ccc(Nc2ccc(S(=O)(=O)N3CCCCC3)cc2[N+](=O)[O-])cc1Cl	-4%	-7%	13%	33%	7	-0.2	5%	12%
Cc1ccc(C(=O)Nc2ccccc2Cl)cc1	-2%	-4%	-11%	-1%	0	1.0	-2%	1%
CCNC(=O)N(CC)C[C@H]1N[C@@](Cc2ccccc2)(C(=O)OC)[C@H]2C(=O)N(C)C(=O)[C@@H]12	-20%	7%	-9%	-24%	-3	0.2	4%	2%
Cc1cccc(N2CCN(C(=O)c3ccc(-n4cncn4)c([N+](=O)[O-])c3)CC2)c1C	-6%	3%	7%	31%	-6	-1.4	0%	-25%

# Entries of single compounds from above:
# COc1c(Cl)cc(-c2noc(C)c2C(=O)NC(C)C)cc1Cl as listed: PLK1 PBD block = -6%; WRN helicase inh = -5%; Abeta rescue = -3%; FUS yeast rescue = -22%; PI5P4Ka inh = -3; IL-2 act = 2.4; EPAC1 agonist = 12%; EPAC1 antag = 1%
# O=C(NCC1CCCO1)c1cccc(S(=O)(=O)N(Cc2ccccc2)c2ccccc2)c1 (stereo not drawn) as listed: PLK1 PBD block = -6%; WRN helicase inh = 1%; Abeta rescue = -17%; FUS yeast rescue = .; PI5P4Ka inh = 3; IL-2 act = 0.3; EPAC1 agonist = 11%; EPAC1 antag = -3%

# Continuation.
canonical_smiles	PLK1 PBD block	WRN helicase inh	Abeta rescue	FUS yeast rescue	PI5P4Ka inh	IL-2 act	EPAC1 agonist	EPAC1 antag
COc1ccc(OC)c(/C=N/Nc2cc(C)nc(N3CCOCC3)n2)c1	6%	-7%	-2%	3%	0	-1.7	-7%	-17%
COc1cc(/C(C)=N/NC(=O)c2cccc(S(=O)(=O)N3CCCC3)c2)cc(OC)c1OC	2%	-20%	0%	.	-2	1.3	-3%	9%
COc1cc(/C=C2\SC(=O)N(c3ccccc3Cl)C2=O)cc([N+](=O)[O-])c1O	?	-16%[11.6 µM]	-5%	-27%	-53*	0.1	0%	79µM*
CCCCc1ccc(NC(=O)CSc2nnc(CNC(=O)c3ccco3)o2)cc1	-2%	-5%[57.1 µM]	26%	8%	6	-3.7	-5%	-20%
COc1cc2c(c3oc(=O)cc(CC(=O)O)c13)CCC(C)(C)O2	-6%	-5%	-36%[inhibitor]	-4%	1	2.4	-3%	-5%
Nc1nc2ccccc2cc1-c1cccs1	-1%	-5%	-1%	-24%	-1	-0.3	11%	5%
CCCCCCNC(=O)C(C#N)c1nc2ccccc2nc1N1CCCC1 (stereo not drawn)	-3%	3%	1%	-9%	2	?	8%	9%
COc1ccc(N(C(=O)c2cnccn2)C(C(=O)NC2CCCCC2)c2ccccc2)cc1 (stereo not drawn)	0%	-4%	7%	?	0	0.6	-4%	-19%
CCc1ccc(C(=O)C[n+]2cccc3cc(OC)ccc32)cc1	-5%	-6%	4%	-9%	-1	-0.4	5%	3%
COc1c(C)cc(C(=O)C2CCCN(Cc3c(C)n(C)n(-c4ccccc4)c3=O)C2)cc1C (stereo not drawn)	-11%	-19%	9%	17%	2	1.3	8%	-23%
CC(C)CN(C(=O)COC(=O)CSc1ccc([N+](=O)[O-])cc1)C1CCS(=O)(=O)C1 (stereo not drawn)	19µM*	-6%	6%	11%	-20	0.3	-5%	11%
O=C(CC[C@H]1O[C@@H](n2ccc(=O)[nH]c2=O)[C@H](O)[C@@H]1O)NCC1CCCO1 (stereo partly drawn)	-4%	-4%	-10%	0%	-4	0.2	-3%	10%
CCOC(=O)Nc1ccc2c(c1)N(C(=O)N(CC)CC)c1ccccc1CC2	-3%	1%	7%	12%	-8	5.2	7%	-20%
CC(C)OC(=O)/C(C#N)=C/c1cn(C)c2ccccc12	-1%	-3%	-19%	30%	15	-0.7	19%	-7%
Clc1ccc(-c2cnn3c(-c4ccncc4)ccnc23)cc1	-9%	5%	-13%	-33%	3	-1.3	9%	6%
CCCCCCOc1ccc(N2C(=O)CC(NCc3ccc(S(N)(=O)=O)cc3)C2=O)cc1 (stereo not drawn)	-10%	0%	11%	-13%	0	0.5	-1%	-15%
COC(=O)c1c(C)oc(C)c1S(=O)(=O)NC(C)(C)C	-13%	-8%	3%	-5%	-2	-2.7	-6%	6%
Cc1cnc(CN(C)C(=O)c2ccc3oc(Cc4ccccc4)nc3c2)[nH]1	-7%	3%	10%	3%	3	-1.0	-9%	-11%
Cc1cccc(NC(=O)c2ccccc2NC(=O)Cc2ccccc2)c1C	-6%	-9%	4%	-13%	.	-2.6	1%	7%
CCN(CC)CCn1c(NCc2cccc(OC)c2)nc2ccccc21	-6%	-1%	9%	1%	0	-0.9	-2%	-11%
Cc1ccc2c([N+](=O)[O-])c(C)ccc2n1	2%	3%	9%	-5%	-2	-2.3	-1%	7%
CCc1nn2c(=O)cc(CSCC(=O)Nc3ccccc3F)nc2s1	-12%	-2%	-2%	0%	-8	-2.2	-2%	18%
O=C(COc1ccc(Cl)cc1)NCc1nnc(SCC(=O)NC2CCCCC2)o1	-22%	-3%	43%	9%	-8	-0.5	-3%	1%
O=C(NCC(c1ccco1)N1CCN(c2ccccc2)CC1)OCc1ccccc1 (stereo not drawn)	2%	-4%	7%	24%	2	-2.8	20%	-15%
Cc1cnn(-c2cc(N/N=C/c3ccccc3F)ncn2)c1	-2%	4%	-1%	15%	-11	-0.4	4%	6%
O=C(Nc1ccc2c(c1)OCCO2)C(c1ccccc1F)n1c(=O)c(-c2ccco2)nc2ccccc21 (stereo not drawn)	-25%	-10%	19%	38%	?	-0.4	6%	-12%
CC(NC(=O)c1ccccc1)C(=O)NNC(=O)c1ccccc1Cl (stereo not drawn)	-4%	-2%	-11%	-27%	1	-0.8	8%	-28%
CC(C)(O)c1cc2ccc(C#CCCN3C(=O)c4ccccc4C3=O)cc2c(=O)o1	-13%	-13%	4%	13%	2	-0.5	-19%	?
COc1cccc(C(=O)NCC(=O)OCC(=O)Nc2ncc(Cl)cc2Cl)c1	-11%	?	-11%	42%	-23	1.7	5%	-27%
COc1cccc(C(=O)CSc2nc3cccnc3n2C)c1	-29%	-15%	2%	21%	0	-2.6	-1%	-6%
Cc1ccc(NC(=O)CN2C(=O)NC3(CCCc4ccccc43)C2=O)c(C)c1 (stereo not drawn)	-9%	-17%	-15%	12%	1	0.2	-5%	14%
CSc1ccc(/C=C(/NC(=O)c2ccc(C)cc2)C(=O)Nc2cccc(C)c2)cc1	2%	-16%	-2%	.	-4	-1.9	-1%	-19%
Cc1ccccc1NC(=S)N/N=C/C(C)c1ccccc1 (stereo not drawn)	-20%	2%	?	-7%	4	-2.5	-10%	1%

# Source: PubChem BioAssay
